Growth percent in the NCI-60 one-dose screen (48 h, 10 µM unless noted): 100 = growth as untreated, 0 = no growth, -100 = all killed.
MDA-MB-231 – MDA-MB-231 breast cancer; 81,000 tested, 5% active
BT-549 – BT-549 breast cancer. 78,000 tested, 4.4% active. AID 1794793
MOLT-4 – MOLT-4 leukemia cells; 80,000 tested, 6.9% active; AID 1794779
K-562 – K-562 leukemia | 78,000 tested, 7.4% active
SR – SR leukemia cells. 73,000 tested, 8.7% active
MDA-MB-468 – MDA-MB-468 breast cancer; 78,000 tested, 8.5% active; AID 2202374
MCF7 – MCF7 breast cancer; 82,000 tested, 6.3% active
T-47D – T-47D breast cancer; 79,000 tested, 5% active; AID 1794792
The depositor's hits bear a star; . = no result given. Rule for the calls: active = growth percent below 10; inactive = the rest. An excerpt. The share of hits here may be higher or lower than overall.

SMILES	MDA-MB-231	BT-549	MOLT-4	K-562	SR	MDA-MB-468	MCF7	T-47D
CC[C@]12C=CCN3CC[C@@]4(c5ccc(OC)cc5N(C)[C@H]4[C@@](O)(C(=O)OC)[C@@H]1OC(=O)CCC[P+](c1ccc(C)cc1)(c1ccc(C)cc1)c1ccc(C)cc1)[C@@H]32	-95*	-97*	-45*	-13*	5.7*	-92*	-76*	-78*
CCN(c1nncs1)P(=O)(N1CC1)N1CC1	112	105	94	97	71	99	94	107
O=C(NNC(=O)C(Cl)Cl)C(Cl)Cl	101	101	103	.	72	106	84	84
C#Cc1cccc(Nc2nc(Cl)nc3cc(NC(=O)CF)ccc23)c1	65	72	80	28	22	61	48	79
Nc1ncnc(N)n1	105	113	107	127	99	95	117	106
Cc1ccc(C[N+](C)(C)C)cc1	111	102	100	104	93	95	106	101
Oc1ccc(Br)cc1Br	109	.	93	98	105	115	95	101
C=CCc1cc2c(cc1OCC)OCO2	110	83	113	114	126	101	91	.
CC1(C)N=C(N)N=C(N)N1c1ccc(CCc2ccc(Cl)cc2S(=O)(=O)F)c(Cl)c1	84	101	70	36	44	38	47	102
CC1(CCCc2ccc(N(CCCl)CCCl)cc2)NC(=O)NC1=O (stereo not drawn)	120	83	15	77	12	.	67	.
C1=C(c2ccccc2)CCNC1	122	93	118	111	114	112	98	98
CC1=C(C(=O)Nc2ccccc2)SCCO1	106	106	103	93	98	115	97	.
CCOc1cc(C=C2C(=O)NC(=S)NC2=O)ccc1O	105	109	103	116	100	103	107	115
Nc1ccccc1P(=O)(O)O	95	119	91	86	90	92	105	90
CCCCNCCc1ccccn1	114	98	98	90	101	117	92	97
CCCCCCCCOP(=O)(OCCCCCCCC)N(CCO)CCO	111	103	95	82	95	104	104	100
CN1C(=O)C(c2ccccc2)C(=O)N(C)C1=O	115	106	111	107	106	102	93	106
CC(C)OP(=O)(OC(C)C)C(O)C(Cl)(Cl)Cl (stereo not drawn)	109	127	105	98	98	104	99	94
O=[N+]([O-])CC(c1ccco1)c1c(-c2ccccc2)[nH]c2ccccc12 (stereo not drawn)	89	103	79	54	78	68	94	66
Cc1c2ccccc2c(C)[n+]2ccccc12	99	114	98	97	.	.	93	93
Clc1c(Cl)c(Cl)c2c(c1Cl)Oc1c(Cl)c(Cl)c(Cl)c(Cl)c1O2	100	.	101	110	99	112	86	92
COc1ccc(N2C(=O)C(=O)N(c3ccc(OC)cc3)P2(=O)N(CCCl)CCCl)cc1	101	95	92	112	97	111	95	110
COP(=O)(CCl)OC	104	97	95	103	84	114	92	103
CC(C)[C@H](NC(=O)[C@H]1CCCCN1C)C(=O)N(C)[C@H](CC(=O)c1nc(C(=O)N[C@@H](Cc2ccccc2)C[C@H](C)C(=O)O)cs1)C(C)C	99	89	84	45	38	74	51	95
O=[N+]([O-])c1ccc(O)c(CCl)c1	137	109	.	.	.	108	110	112
CC(C)(c1ccccc1)c1ccc(O)cc1	97	101	72	85	.	.	115	77
N#CCCP(CCC#N)c1ccccc1	114	104	95	102	90	107	102	109
CCc1ccccc1[C@H]1C[C@]2(C)CCO[C@@H]2OO1	107	110	103	.	107	101	96	94
O=C(/C=C/c1ccc(Cl)cc1Cl)c1nc2ccccc2n1Cc1ccc(F)cc1	.	24	4.2*	15	-1.7*	12	6.0*	27
O=C(O)CC1CCCCC1O (stereo not drawn)	125	115	114	115	110	118	105	116
[O-][n+]1onc2ccccc21	.	107	.	.	.	97	95	124
CC(=O)c1cccc(S(=O)(=O)F)c1	104	89	112	112	76	94	97	110
COC1CC2c3ccccc3C1C(C)=[N+]2C (stereo not drawn)	100	87	101	110	105	96	97	107
COc1cc(/C=C/[N+](=O)[O-])cc(Br)c1OC	7.1*	8.1*	10	4.7*	-5.8*	-35*	8.4*	16
Nc1ccc(OCCNC(=O)Nc2ccc(S(=O)(=O)F)cc2)c(Cl)c1	99	91	97	99	.	92	89	75
CN(C)C(=O)Oc1ccccc1-c1ccccc1	110	91	90	89	103	100	105	93
O=C(c1ccccc1)N1CC1	109	107	109	122	110	88	85	108
CC1(C)CCCN1CCC(C(N)=O)(c1ccccc1)c1ccccc1	100	105	100	96	92	113	99	106
O=NN(CCF)C(=O)NCCO	115	99	92	84	75	106	96	95
CC1C(Cl)C2(Cl)C(Cl)=C(Cl)C1(Cl)C2(Cl)Cl (stereo not drawn)	108	97	96	114	92	91	98	111
OCCNC(Cc1ccccc1)c1ccccc1 (stereo not drawn)	99	.	74	100	90	96	96	93
O=S1(=O)OC(c2cc(Br)c(O)c(Br)c2)(c2cc(Br)c(O)c(Br)c2)c2ccccc21	119	.	99	112	112	.	104	90
CCCC1OP(=O)(N(CCOC(C)=O)CCOC(C)=O)OCC1CC (stereo not drawn)	119	111	101	103	128	98	102	114
O=C1NC(=O)C(=Cc2ccc(Cl)cc2)C(=O)N1	98	97	.	.	.	102	99	89
C[C@]12CC[C@H]3[C@@H](C[C@H]4OC[C@@]35CCC(=O)C=C45)[C@@H]1CC[C@@H]2O	111	107	99	98	114	111	105	107
CC(Cl)CNC1CCCCC1 (stereo not drawn)	113	97	111	98	102	107	96	104
C[C@]12CC[C@H]3[C@@H](CC=C4c5nc(-c6cccc(Cl)c6)sc5CC[C@@]43C)[C@@H]1CC[C@@H]2O	78	76	68	41	54	93	88	70
COC(=O)C1=C(C(=O)OC)C2c3ccccc3C1c1ccccc12	83	96	107	117	.	100	110	100

13 of the compounds above, with values under each structure.
Every second line gives: MDA-MB-231	BT-549	MOLT-4	K-562	SR	MDA-MB-468	MCF7	T-47D
Nc1ccc(OCCNC(=O)Nc2ccc(S(=O)(=O)F)cc2)c(Cl)c1
  99	91	97	99	.	92	89	75
CN(C)C(=O)Oc1ccccc1-c1ccccc1
  110	91	90	89	103	100	105	93
O=C(c1ccccc1)N1CC1
  109	107	109	122	110	88	85	108
CC1(C)CCCN1CCC(C(N)=O)(c1ccccc1)c1ccccc1
  100	105	100	96	92	113	99	106
O=NN(CCF)C(=O)NCCO
  115	99	92	84	75	106	96	95
CC1C(Cl)C2(Cl)C(Cl)=C(Cl)C1(Cl)C2(Cl)Cl (stereo not drawn)
  108	97	96	114	92	91	98	111
OCCNC(Cc1ccccc1)c1ccccc1 (stereo not drawn)
  99	.	74	100	90	96	96	93
O=S1(=O)OC(c2cc(Br)c(O)c(Br)c2)(c2cc(Br)c(O)c(Br)c2)c2ccccc21
  119	.	99	112	112	.	104	90
CCCC1OP(=O)(N(CCOC(C)=O)CCOC(C)=O)OCC1CC (stereo not drawn)
  119	111	101	103	128	98	102	114
O=C1NC(=O)C(=Cc2ccc(Cl)cc2)C(=O)N1
  98	97	.	.	.	102	99	89
C[C@]12CC[C@H]3[C@@H](C[C@H]4OC[C@@]35CCC(=O)C=C45)[C@@H]1CC[C@@H]2O
  111	107	99	98	114	111	105	107
CC(Cl)CNC1CCCCC1 (stereo not drawn)
  113	97	111	98	102	107	96	104
C[C@]12CC[C@H]3[C@@H](CC=C4c5nc(-c6cccc(Cl)c6)sc5CC[C@@]43C)[C@@H]1CC[C@@H]2O
  78	76	68	41	54	93	88	70

Later entries.
SMILES	MDA-MB-231	BT-549	MOLT-4	K-562	SR	MDA-MB-468	MCF7	T-47D
ClC(CN1CCOCC1)C(Cl)c1ccccc1 (stereo not drawn)	102	94	91	91	90	71	95	119
COC(=O)[C@@H](C)C[C@H](Cc1ccccc1)NC(=O)c1nc([C@@H](C[C@H](C(C)C)N(C)C(=O)[C@@H](NC(=O)[C@H]2C[C@H](O)CCN2C)C(C)C)OC(C)=O)sc1C(C)C	3.7*	-31*	11	5.9*	3.0*	-0.1*	19	78
S=C1NC2(CCCCC2)NC12CCCCC2	108	94	113	104	90	101	99	92
O=C(CN1C(=O)c2ccccc2C1=O)N1CC1	116	116	108	102	109	106	108	117
COCCCOc1ccnc(CS(=O)c2nc3ccccc3[nH]2)c1C (stereo not drawn)	79	84	90	.	.	74	91	75
CCCCCCCCCC(=O)N1CCOCC1	109	99	105	107	105	87	87	114
CCOC(=O)C(C(=O)OCC)P(=S)(S)c1ccccc1 (stereo not drawn)	108	99	103	96	104	110	99	88
CC/C(=N/OC(=O)NC)c1ccccc1	102	117	99	102	99	92	98	103
COC(C(=O)[C@@H](O)[C@@H](C)O)[C@@H]1Cc2cc3cc(O[C@H]4C[C@@H](O[C@H]5C[C@@H](O)[C@H](O)C(C)O5)[C@H](O)C(C)O4)c(C)c(O)c3c(O)c2C(=O)[C@H]1O[C@H]1C[C@@H](O[C@H]2C[C@@H](O[C@H]3C[C@@H](O)[C@@H](O)C(C)O3)[C@@H](O)C(C)O2)[C@H](O)C(C)O1 (stereo partly drawn)	3.7*	-27*	24	9.6*	14	-41*	0.0*	-1.7*
BrCC(Br)CBr	109	105	109	108	.	.	96	102
NP(=O)(Nc1ccccc1)Nc1ccccc1	106	105	90	105	91	97	101	92
CCCCCCOC(CN)C(Cl)(Cl)Cl (stereo not drawn)	97	99	97	99	77	.	96	106

Part of the list above, as comma-separated lines.
Compound,MDA-MB-231,BT-549,MOLT-4,K-562,SR,MDA-MB-468,MCF7,T-47D
O=C1NC(=O)C(=Cc2ccc(Cl)cc2)C(=O)N1,98,97,.,.,.,102,99,89
C[C@]12CC[C@H]3[C@@H](C[C@H]4OC[C@@]35CCC(=O)C=C45)[C@@H]1CC[C@@H]2O,111,107,99,98,114,111,105,107

Additional entries:
SMILES	MDA-MB-231	BT-549	MOLT-4	K-562	SR	MDA-MB-468	MCF7	T-47D
CC(C)c1ccc(C(Cc2ccccc2)NCCO)cc1 (stereo not drawn)	80	83	82	83	87	86	84	32
COc1cc2c(cc1OC)C13CCN4C(=O)C(=O)C(CC41)C1C(OCC(=O)O)CC(=O)N2C13 (stereo not drawn)	95	93	88	98	98	106	91	.
CC(C)CCC[C@@H](C)[C@H]1CC[C@H]2[C@@H]3C/C(=N\OC(=O)Cc4ccc(N(CCCl)CCCl)cc4)C4=CC(=O)CC[C@]4(C)[C@H]3CC[C@]12C	102	100	81	107	60	98	79	80
COc1cc(-n2c(SC)nc3ccccc3c2=O)c(OC)cc1Cl	94	98	90	59	67	80	72	92
Clc1cccc(Cl)c1NC1=NCCS1	109	103	95	94	93	.	102	98
N#CCCCCl	109	112	110	106	100	102	90	97
O=[N+]([O-])c1cc(S(=O)(=O)O)cc([N+](=O)[O-])c1Cl	117	107	112	103	105	99	97	108
CC(C)CCNC(=O)CN1C(=O)CN=C(c2ccccc2)c2ccccc21	104	113	121	121	113	96	100	98
CC1CCC2(O)C3(C)CC4(O)OC2(C1O)C1(O)C3(O)C(OC(=O)c2ccc[nH]2)C(O)(C(C)C)C41C (stereo not drawn)	100	114	98	45	.	.	97	99
CNC(=O)Oc1ccc(SC)c(C)c1	104	97	87	104	88	107	98	98
O=C(O)CP(=S)(S)c1ccccc1 (stereo not drawn)	105	101	89	104	94	101	95	83
NC(=O)C(Br)CBr (stereo not drawn)	14	.	-62*	-50*	.	.	2.6*	1.2*
CC(=O)C(Cl)c1ccccc1 (stereo not drawn)	116	109	90	95	97	102	104	107
CC(=O)O[C@H]1C[C@H](O[C@H]2[C@@H](O)C[C@H](O[C@H]3[C@@H](O)C[C@H](O[C@H]4CC[C@@]5(C)C(CCC6C5C[C@@H](O)[C@]5(C)[C@@H](C7=CC(=O)OC7)CC[C@]65O)C4)O[C@@H]3C)O[C@@H]2C)O[C@H](C)[C@H]1O[C@@H]1O[C@H](CO)[C@@H](O)[C@H](O)[C@H]1O (stereo partly drawn)	-46*	-91*	-32*	.	-31*	-56*	-53*	-19*
COC1OC(CO)C(O)C(O)[CH]1[Hg][O]C(C)=O (stereo not drawn)	82	103	91	27	64	72	53	64
CC1([N+](=O)[O-])COP(=O)(Nc2cccc(Cl)c2)OC1 (stereo not drawn)	110	103	82	79	.	102	101	93
NC(=O)c1cc([N+](=O)[O-])cc([N+](=O)[O-])c1	86	98	112	.	.	92	100	103
C=C1C/C(=C/C)C(=O)O[C@@H]2CCN3CC=C(COC(=O)[C@]1(C)O)[C@H]23	115	114	101	88	90	.	106	100
CCC(=O)OC1CCC2C3CCC4=CC(=O)CCC4(C)C3CCC12C (stereo not drawn)	100	108	91	78	83	99	94	97
CC(COc1ccccc1)N(CCCl)C1c2ccccc2-c2ccccc21 (stereo not drawn)	74	86	41	49	44	65	46	38
CNC(=O)Oc1ccccc1C1CCCCC1	103	102	94	105	106	104	109	88
C[N+]12CCC34C5=CC(=O)C(=O)C=C5[N+]5(C)C(=O)CC6OCC=C(C1)C(CC32)C6C45 (stereo not drawn)	98	127	102	98	92	100	96	107
O=C(CCl)NC1CCCCC1	122	.	103	90	91	112	103	103
COc1ccc(-n2c(C)nc3cc(OC)c(OC)cc3c2=O)cc1OC	116	102	97	104	95	114	92	91
NC(=O)OCCCCl	104	93	103	103	107	107	103	101
CCCC(C)C1(CC)C(=O)NC(=O)NC1=O (stereo not drawn)	104	104	114	.	113	101	104	112
C1CCC([PH+](C2CCCCC2)C2CCCCC2[PH+](C2CCCCC2)C2CCCCC2)CC1.[Au].[CH-]1CCCCC1CC1CCCC[N-]1 (stereo not drawn)	-45*	-54*	0.5*	3.5*	1.2*	-62*	-44*	7.9*
CCCN1CC(Br)C(=O)NC1=O (stereo not drawn)	95	72	91	76	73	101	67	100
N#Cc1ccc([N+](=O)[O-])cc1	103	.	93	93	89	115	100	104
O=C1NC(=S)NC(=O)C1=Cc1ccc(OCc2ccccc2)cc1	110	104	96	119	93	100	99	115
Cc1nnc([S-])o1.[Au+].c1ccc([PH+](c2ccccc2)c2ccccc2)cc1	61	34	39	13	21	-6.4*	10	30
CCC(O)Cc1ccccc1 (stereo not drawn)	104	.	91	97	97	106	85	119
COc1cc2c(=O)n(C3CCCCCCC3)c3c4cc[nH]c4ncc3c2cc1OC	42	45	41	8.7*	17	.	39	40
O=S1c2ccccc2-c2ccccc21	113	102	104	102	96	95	105	104
CCNc1nc(Cl)nc(NCC)n1	104	108	70	35	76	106	99	91
CC(=O)Nc1ccc(Cc2ccc(NC(C)=O)cc2)cc1	105	117	76	112	125	96	100	103

Screens from PubChem.
